Tau fluor cs: counter-screen for tau fibril formation inhibitors; tau K18 P301L Alexa594 fluorescence, heparin fibrillization; Potency, µM (doses to about 57.7 µM), for inactives: at the top dose activity change, negative = decrease; hit rate 0.93% among 280,000; note: nearly all actives have a fitted effect of over 55% in size
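Human tau K18 P301L (15 uM unlabeled, 0.24 uM Alexa 594-labeled) in 100 mM sodium acetate pH 7 with 20 uM heparin, 6 hr at 37 C. ThT 30 uM added, 1 hr ambient; Alexa 594 FP and total fluorescence read at 555/632 nm.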
Tau FP inhib: tau fibrillization inhibition (FP) | P10636 | K18 P301L tau heparin fibrillization, Alexa594 FP, 6 h | Potency, µM (series often up to 57.7 µM), inactives show at the top dose activity, negative = inhibition, actives largely listed as inhibitors | hit rate 0.39% among 280,000; note: nearly all actives have a fitted effect of over 55% in size
Target sequence (P10636 561-689 P618L limits assumed): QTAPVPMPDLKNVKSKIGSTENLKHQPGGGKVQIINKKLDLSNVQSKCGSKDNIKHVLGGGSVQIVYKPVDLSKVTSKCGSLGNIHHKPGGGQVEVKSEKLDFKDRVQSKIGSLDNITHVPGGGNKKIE
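Quantitative HTS format: compounds meet 15 uM recombinant K18 P301L tau and Alexa 594-tau tracer in 100 mM sodium acetate pH 7; 20 uM heparin triggers fibrillization at 37 C over 6 hr; FP gives the signal.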
Tau ThT inhib: tau fibrillization inhibition (ThT binding); Potency, µM (top dose mostly 57.4 µM), for inactives: at the highest dose activity, negative = inhibition, usual class: inhibitors; hit rate 2.1% among 270,000; P10636; recombinant tau K18 P301L (four-repeat tau fragment), heparin-induced fibrillization, ThT fluorescence; note: nearly all actives have a fitted effect of over 55% in size
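Aggregation was driven by heparin (20 uM final) acting on recombinant tau […] bearing P301L in 100 mM sodium acetate pH 7; fibrils were detected with Thioflavin T.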
* hit, by the source's call; ? = inconclusive. Calls come from the whole dose curve; as a rule, active = well fitted curve in the direction sought with a large enough effect; inconclusive = small, poorly fitted or top-dose-only effect, or another doubt; inactive = no such curve, though single readings can be large; an effect the other way counts as inactive or inconclusive. % is set by controls: 0 for no effect and ±100 for the full control effect; potency is the fitted concentration of half-maximal effect. Only part of the results is shown; rates above refer to the full screens.

SMILES | Tau fluor cs | Tau FP inhib | Tau ThT inhib
CC(C)(C)OC(=O)N1CCC(c2c(C(=O)NC3CCCCC3)cnn2-c2cccc(F)c2)CC1 | -21% | 0% | -7%
CCOc1ccccc1NC(=O)NC(CC)c1c(-n2cccc2)sc2c1CCN(C)C2 (stereo not drawn) | -15% | 0% | -17%
Cn1ncc(C(=O)N2CCN(c3ccccc3F)CC2)c1C1CCN(C(=O)OC(C)(C)C)CC1 | -3% | 5% | -3%
Cc1ccc2nc(COc3ccccc3NC(=O)c3ccccc3C)cc(=O)n2c1 | -5% | -7% | -5%
Cc1cccc(N2CCN(C(=O)CS(=O)(=O)c3cccc4nsnc34)CC2C)c1 (stereo not drawn) | -17% | -2% | -12%
CCOC(=O)c1cc(-c2ccccc2)n(-c2cccc(C(=O)Nc3cccc(SC)c3)c2)c1C | -4% | ? | 2%
COc1cc(OC)c(NC(=O)c2cc(CN3CCOCC3)on2)cc1Cl | -11% | -13% | -2%
COc1cc(OC)c(NS(=O)(=O)c2ccc3c(c2)CCCN3C(C)=O)cc1Cl | -8% | -7% | 2%
CCc1ccc(NC(=O)CSc2nc3nccnc3c(=O)n2CCc2c[nH]c3ccccc23)cc1 | -22% | -12% | 3%
COc1ccc(OCC(=O)N(Cc2cccs2)c2ccc(OC)cc2)cc1 | -14% | 8% | -13%
COc1ccc(-c2c(C)nn3c(C(F)(F)F)cc(C)nc23)cc1OC | -9% | 0% | ?
Cc1ccc(CNS(=O)(=O)c2ccc(C(=O)N(C)C)s2)cc1 | 9% | 7% | 8%
Cc1cc(C)cc(NC(=O)Nc2nnc(N(C)C3CCCCC3)s2)c1 | -4% | -14% | 1%
COc1ccc(-c2nc3c4ccccc4n(CC(=O)N4CCN(c5ccccc5F)CC4)c(=O)n3n2)cc1 | 7% | 6% | -1%
CCN1CCN(c2nnc(-n3cccc3C(=O)NCc3ccccc3OC)s2)CC1 | -3% | 1% | 1%
COC(=O)c1sccc1S(=O)(=O)N1CCN(c2ccc(C(C)=O)cc2)CC1 | -14% | -4% | ?
CCc1ccc(NC(=O)C(=O)NCC(c2cccnc2)N2CCOCC2)cc1 (stereo not drawn) | -16% | -6% | ?
Cc1ccccc1-c1nc(CNC(=O)Nc2ccccc2)c(C)o1 | -12% | -3% | 2%
CCc1ccc(OCC(=O)NCC(c2ccc(OC)cc2)N2CCOCC2)cc1 (stereo not drawn) | -9% | 5% | 2%
Cn1cc(C(=O)O)c(=O)c2cc(S(=O)(=O)N3CCOCC3)ccc21 | 6% | -2% | 8%
Cc1ccccc1NS(=O)(=O)c1nnc(NC(=O)c2ccco2)s1 | ? | -7% | ?
Cc1cccc(CCNC(=O)c2ccc(CSCc3cccc(Cl)c3)o2)c1 | -14% | 4% | ?
Cc1ccc(NC(=O)NCc2cccn2Cc2ccccc2)c(C)c1 | 7% | -10% | 11%
COc1ccc(C(=O)NCC(c2cccnc2)N2CCc3ccccc32)cc1 (stereo not drawn) | -8% | 2% | -5%
CCN1C(=O)c2ccccc2Sc2ccc(NC(=O)c3ccc(C#N)cc3)cc21 | ? | ? | ?
Cc1nc2cccnc2n1-c1cccc(C(=O)N2CCN(c3cccc(Cl)c3)CC2)c1 | -14% | 2% | -12%
CCOC(=O)c1cc(-c2ccc(OC)cc2)n(CCC(=O)NC2CCCCC2)c1C | -10% | ? | -15%
CSc1nc(=O)c2c(n1C)NC(=O)CC2c1ccccc1OC(C)C (stereo not drawn) | 7% | 3% | 5%
CCOC(=O)c1ccc(NC(=O)Cn2cc(S(=O)(=O)Cc3ccccc3F)c3ccccc32)cc1 | ? | ? | 2%
CCCOc1ccc(NC(=O)CC2C(=O)N(c3ccccc3)C(=O)N2Cc2ccco2)cc1 (stereo not drawn) | -26% | -1% | -1%
COc1ccc(N2CCN(C(c3ccccc3)c3nnc(-c4ccccc4Cl)o3)CC2)cc1 (stereo not drawn) | ? | 15% | -16%
Cc1ccc(Cn2cc(CCC(=O)NCc3ccccc3F)c3ccccc32)cc1 | -12% | -7% | -6%
Cc1ccccc1OCC(=O)OCc1cc(=O)n2nc(-c3cccs3)sc2n1 | -4% | -6% | ?
Cc1cc(=O)[nH]c2nnc(SCc3ccccc3F)n12 | -3% | 5% | -11%
O=S(=O)(Nc1ccc(-c2ccc(N3CCCC3)nn2)cc1)c1ccc(Cl)cc1 | ? | -10% | -15%
COc1ccc(C)cc1NC(=O)c1oc2ccc(S(=O)(=O)N3CCOCC3)cc2c1C | -23% | -5% | 3%
COc1ccc(OCC(=O)Nc2cc(-c3ccccc3F)nn2-c2ccccc2)cc1 | 2% | -14% | 1%
Cn1cc(S(=O)(=O)N2CCCCCC2)cc1C(=O)Nc1ccc(Cl)c(C(F)(F)F)c1 | -1% | -8% | 6%
O=C(NCCc1ccccc1)C(=O)NCC(c1cccnc1)N1CCN(c2ccccc2)CC1 (stereo not drawn) | 3% | 4% | 4%
Cc1ccc(NC(=O)Nc2nnc(N3CCCC3)s2)c(C)c1 | 4% | 0% | 2%
COc1ccc(C(=O)NCCc2csc(-c3ccc(Cl)cc3)n2)cc1 | -19% | -3% | ?
O=C(CSc1cn(CC(=O)N2CCCCC2)c2ccccc12)Nc1ccccc1 | -1% | -13% | -3%
Cc1c(Cl)cccc1NC(=O)NCc1c(-n2cccc2)sc2c1CCCC2 | -16% | -1% | -13%
COc1cccc(CNC(=O)c2cccc(NC(=O)c3nsc4ccccc34)c2)c1 | ? | ? | 2%
COc1ccc(CCNC(=O)c2ccc3c(c2)nc2n3CCC(C)C2)cc1OC (stereo not drawn) | 2% | ? | ?
Cc1ccc2nc(CSc3nnc(NC(=O)C(C)C)s3)cc(=O)n2c1 | 1% | -2% | -3%
c1ccc(CNc2ncnc3[nH]ncc23)cc1 | 1% | 1% | 3%
CC(C)(C)OC(=O)N1CCC(c2c(C(=O)Nc3cccc(C(F)(F)F)c3)cnn2-c2ccc(F)cc2F)CC1 | -24% | ? | -3%
COc1cc(NC(=O)C2CCCN(S(=O)(=O)c3ccc4c(c3)CCCC(=O)N4)C2)cc(OC)c1 (stereo not drawn) | -17% | -9% | -7%
Cc1ccc(C(=O)c2cn(CC(=O)NC3CCCCC3)c3nc(C)ccc3c2=O)cc1 | -13% | -17% | ?
O=c1c2cc3c(cc2n(Cc2cccc(F)c2)c(=O)n1Cc1nc(-c2ccccc2)no1)OCO3 | -13% | ? | 6%
COc1cc(NC(=O)c2cc(S(=O)(=O)N3CCC(C)CC3)cn2C)cc(OC)c1OC | 5% | -7% | 10%
